Source: PubChem
Bcl-B Bim block: inhibitors of Bim-Bcl-B binding, primary screen, biochemical, multiplexed, human Bcl-2 family; Bcl-2-like protein 10 (Homo sapiens), Q9HD36; 190,000 tested, 0.073% active; inhibition, % at 10 µM; bead-based flow cytometry, Bim peptide-Bcl-B binding;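 also: 0% = tracer peptide without compound and 100% = reference inhibitor peptide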
Target sequence (Q9HD36 whole entry, looked up): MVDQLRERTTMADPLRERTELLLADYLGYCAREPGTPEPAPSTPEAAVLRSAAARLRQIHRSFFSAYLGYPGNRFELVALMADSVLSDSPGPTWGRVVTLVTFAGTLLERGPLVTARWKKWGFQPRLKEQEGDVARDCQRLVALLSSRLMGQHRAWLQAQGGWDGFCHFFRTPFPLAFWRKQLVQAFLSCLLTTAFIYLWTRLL
Bfl-1 Bim block: inhibitors of Bim binding to Bfl-1, primary screen, biochemical, multiplexed, bead-based flow cytometry; 190,000 tested, 0.12% active; Bcl-2-related protein A1 (Homo sapiens), Q16548; inhibition, % at 10 µM; Bim-Bfl-1 binding inhibition;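 also: 0% = wells without compound plus tracer and 100% = blocker peptide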
Mcl1-Noxa inh: Mcl-1/Noxa binding inhibitors, primary screen, biochemical, TR-FRET, 1536-well; Induced myeloid leukemia cell differentiation protein Mcl-1 (Homo sapiens), Q07820; TR-FRET Mcl-1/Noxa peptide binding, 2 h; inhibition, % at 21.7 µM; 220,000 tested, 1.5% active; AID 1022, 2008;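 active = compounds that cut the protein-peptide binding signal by more than 50% relative to plate controls in a single-dose test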;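 also: His-tagged Mcl-1 with rhodamine Noxa BH3 peptide and terbium anti-His antibody; 0% = Mcl-1 plus Noxa peptide wells and 100% = peptide-only wells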
Target sequence (Q07820 whole entry, looked up): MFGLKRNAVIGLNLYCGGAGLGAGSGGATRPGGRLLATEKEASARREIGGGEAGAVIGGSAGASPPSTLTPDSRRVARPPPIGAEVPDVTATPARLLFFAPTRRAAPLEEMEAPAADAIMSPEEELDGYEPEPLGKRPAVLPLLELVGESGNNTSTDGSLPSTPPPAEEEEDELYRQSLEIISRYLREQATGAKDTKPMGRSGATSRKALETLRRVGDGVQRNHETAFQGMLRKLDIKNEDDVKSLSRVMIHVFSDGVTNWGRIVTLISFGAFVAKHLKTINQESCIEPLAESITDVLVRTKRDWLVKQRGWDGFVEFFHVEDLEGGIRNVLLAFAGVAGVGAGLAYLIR
RGS4-Gao reg: modulators of RGS4 binding to Galphao, primary screen, biochemical, multiplexed bead flow cytometry. Guanine nucleotide-binding protein G(o) subunit alpha (Homo sapiens), P09471. actives lie on both sides. binding response (% of control), % at 10 µM. 220,000 tested, 0.33% active; in the data active = binding response below about 49% or above about 150%; inactive = in between;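 also: fluorescent Galphao activated with aluminum fluoride binding bead-coupled RGS4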
Mcl1-Bid inh: Mcl-1/Bid binding inhibitors, primary screen, biochemical, TR-FRET, 1536-well; Induced myeloid leukemia cell differentiation protein Mcl-1 (Homo sapiens), Q07820; TR-FRET Mcl-1/Bid-Dy647 peptide binding; inhibition, % at 21.7 µM; 220,000 tested, 0.97% active; AID 1021, 2008;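 active = compounds that cut the binding signal by more than half at the single screening dose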;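 also: His-tagged Mcl-1 with europium anti-His antibody binding Bid BH3 peptide; 0% = Mcl-1 plus peptide wells and 100% = peptide-only wells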
Bim-Bcl-W: inhibitors of Bim binding to Bcl-W, primary screen, biochemical, multiplexed, bead-based flow cytometry | Bim peptide-Bcl-W binding | inhibition, % at 10 µM | 190,000 tested, 0.02% active | AID 952, 2007;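 also: 0% = bound tracer without compound and 100% = peptide blocker; higher means less fluorescent Bim peptide bound to Bcl-W beads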
Target sequence (Q92843 whole entry, looked up): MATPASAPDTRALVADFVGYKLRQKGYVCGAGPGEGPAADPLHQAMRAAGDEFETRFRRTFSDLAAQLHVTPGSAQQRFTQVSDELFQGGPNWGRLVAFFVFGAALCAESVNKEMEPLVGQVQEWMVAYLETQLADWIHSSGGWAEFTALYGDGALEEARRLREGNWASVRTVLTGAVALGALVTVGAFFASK
RGS7-Gao: RGS7-Galphao binding modulators, primary screen, biochemical, multiplexed bead flow cytometry; actives lie on both sides; binding response (% of control), % at 10 µM; 220,000 tested, 0.35% active; AID 1439, 2008; in the data active = binding response below about 49% or above about 150%; inconclusive = no clear call, values can overlap the other calls; inactive = in between;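 also: fluorescent Galphao held in activated GDP-AlF4 state binding bead-coupled RGS7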
RGS8-Gao: RGS8-Galphao binding modulators, primary screen, biochemical, multiplexed bead flow cytometry. Guanine nucleotide-binding protein G(o) subunit alpha (Homo sapiens), P09471. actives lie on both sides. response (percent of control binding), % at 10 µM. 220,000 tested, 0.34% active; in the data active = response below about 60% or above about 140%; inactive = in between;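 also: Galphao activated as the GDP aluminium fluoride complex binding bead-coupled RGS8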
Mcl-1 Bim block: inhibitors of Bim peptide binding to Mcl-1, primary screen, biochemical, bead-based flow cytometry, multiplex; 190,000 tested, 0.1% active; inhibition, % at 10 µM; Bim peptide-Mcl-1 binding; Induced myeloid leukemia cell differentiation protein Mcl-1 (Homo sapiens), Q07820; AID 1009, 2008;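 also: 0% = no compound tracer wells and 100% = peptide blocker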
Bcl-XL Bim block: inhibitors of Bim-Bcl-XL binding, primary screen, biochemical, multiplexed, bead flow cytometry, human Bcl-XL | AID 1007, 2008 | Bim peptide-Bcl-XL binding, fluorescence | inhibition, % at 10 µM | 190,000 tested, 0.04% active | Bcl-2-like protein 1 (Homo sapiens), Q07817
Bim-Bcl-2: inhibitors of Bim-Bcl-2 binding, primary screen, biochemical, multiplexed, human Bcl-2 family. Apoptosis regulator Bcl-2 (Homo sapiens), P10415. Bead-based flow cytometry, Bim peptide-Bcl-2 binding. inhibition, % at 10 µM. 190,000 tested, 0.06% active. AID 950, 2007; in the data active = inhibition above about 40%; inconclusive = no clear call, values can overlap the other calls;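 also: 0% = no compound wells with probe peptide and 100% = reference peptide inhibitor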
Target sequence (P10415 whole entry, looked up): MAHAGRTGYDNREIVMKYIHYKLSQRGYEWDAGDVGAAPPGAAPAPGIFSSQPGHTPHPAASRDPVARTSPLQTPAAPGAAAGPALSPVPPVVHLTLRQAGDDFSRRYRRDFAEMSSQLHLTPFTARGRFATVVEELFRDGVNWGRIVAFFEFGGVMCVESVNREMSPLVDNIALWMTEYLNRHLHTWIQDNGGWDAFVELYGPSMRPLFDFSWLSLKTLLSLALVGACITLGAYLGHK
* marks the source's active call; other numbers are inactive results; ? = inconclusive; / = not tested or not shown. Rule as the data show it, unless noted: active = inhibition above about 40%. An unsorted share of the library; any-hit rate near 2.7%.

SMILES	Bcl-B Bim block	Bfl-1 Bim block	Mcl1-Noxa inh	RGS4-Gao reg	Mcl1-Bid inh	Bim-Bcl-W	RGS7-Gao	RGS8-Gao	Mcl-1 Bim block	Bcl-XL Bim block	Bim-Bcl-2
CCCCCN=CC1=C(O)CC(c2ccccc2)CC1=O (centres undefined)	-2	-5	-9	94	-59	0	103	99	0	-2	-3
Cc1ncc([N+](=O)[O-])n1CC(O)CCl (centres undefined)	-3	0	27	124	-3	-3	118	103	-2	0	2
CCOC(=O)c1c(NC(=S)Nc2ccccc2)sc2c1CCN(C)C2	-18	14	41	116	-74	1	104	95	-3	0	-1
O=C(NNC(=O)C1CCN(Cc2cccc(F)c2)CC1)c1cccc(Cl)c1	-4	-6	3	95	-20	2	96	103	4	-4	-4
CCn1cc(C(=O)N(CCCN2CCOCC2)Cc2ccco2)c(=O)c2ccc(C)nc21	-4	-11	10	99	-31	-3	101	103	0	-3	-7
CCOc1ccc(C2/C(=C(\O)c3c(C)[nH]c(C(=O)OC)c3C)C(=O)C(=O)N2CCN(C)C)cc1 (centres undefined)	-5	-3	4	100	-58	2	100	102	4	0	0
CCc1cccc(CC)c1NC(=S)NC(C)c1ccccc1 (centres undefined)	-2	-2	-6	94	-3	-6	89	96	-2	-5	-1
CCOC(=O)c1c(NC(=O)CSc2nncs2)sc(C)c1C	-12	-12	17	103	10	0	103	100	-3	-5	-11
C=CC12C=CC=CN1C(C(=O)OC)=C(C(=O)OC)C(C(=O)OC)=C2C(=O)OC (centres undefined)	-1	-1	1	96	-56	0	98	101	0	0	0
CC(C(=O)Nc1ccc2c(c1)OCCO2)n1nnc(-c2ccccc2)n1 (centres undefined)	0	-2	12	97	-14	3	100	97	1	0	0
O=C(C[n+]1cn(C(F)F)c2ccccc21)c1ccc(OC(F)F)cc1	-5	-2	7	95	5	0	?	88	0	-3	-2
COc1ccccc1NC(=O)c1cc(C(=O)O)ccc1C(=O)O	-1	-4	9	98	-65	0	102	100	0	0	2

Complete entries, looked up by structure.
Results for `CCOC(=O)c1c(NC(=O)CSc2nncs2)sc(C)c1C` → Bcl-B Bim block: -12; Bfl-1 Bim block: -12; Mcl1-Noxa inh: 17; RGS4-Gao reg: 103; Mcl1-Bid inh: 10; Bim-Bcl-W: 0; RGS7-Gao: 103; RGS8-Gao: 100; Mcl-1 Bim block: -3; Bcl-XL Bim block: -5; Bim-Bcl-2: -11
Results for `CCOc1ccc(C2/C(=C(\O)c3c(C)[nH]c(C(=O)OC)c3C)C(=O)C(=O)N2CCN(C)C)cc1` (centres undefined) → Bcl-B Bim block: -5; Bfl-1 Bim block: -3; Mcl1-Noxa inh: 4; RGS4-Gao reg: 100; Mcl1-Bid inh: -58; Bim-Bcl-W: 2; RGS7-Gao: 100; RGS8-Gao: 102; Mcl-1 Bim block: 4; Bcl-XL Bim block: 0; Bim-Bcl-2: 0

(cont.)
SMILES	Bcl-B Bim block	Bfl-1 Bim block	Mcl1-Noxa inh	RGS4-Gao reg	Mcl1-Bid inh	Bim-Bcl-W	RGS7-Gao	RGS8-Gao	Mcl-1 Bim block	Bcl-XL Bim block	Bim-Bcl-2
Cc1nc(-c2c(-c3ccc(O)cc3O)noc2C(F)(F)F)cs1	-6	-9	-4	99	-29	3	102	100	2	-1	-6
CCc1nc2ccccc2n1CC(O)COc1ccc(NC(C)=O)cc1 (centres undefined)	3	4	5	103	-1	5	99	108	4	-1	3
O=c1c2ccccc2nc(-c2ccc(F)cc2)n1NCc1ccccc1O	-4	-5	7	99	-15	-3	100	99	0	-5	-1
c1ccc(C2OCC3(CO2)COC(c2ccccc2)OC3)cc1 (centres undefined)	-13	-13	-13	100	-22	0	97	101	-3	-7	-9
Cc1[nH]nc2c1C(c1ccccc1F)CC(=O)N2 (centres undefined)	0	0	-3	80	0	3	98	82	1	-3	0
Cc1cccc(Nc2n[nH]c(C)c2[N+](=O)[O-])c1	-2	0	22	100	2	-4	96	99	-4	-7	0
CCOC(=O)C1C(=O)C=C(c2ccc(C)cc2)CC1c1cccc([N+](=O)[O-])c1 (centres undefined)	-8	-5	-117	99	-13	-4	100	100	-3	-7	-1
Cn1c(-c2ccc(F)cc2)cnc1NCc1ccccc1	-3	-3	9	99	-6	-3	101	101	0	-1	-4
c1c(C2CCCCC2)n[nH]c1CN1CCCCC1	-2	-18	6	99	-18	-1	105	102	-1	-3	-7
CCN1CCN(Cc2ccc(NC(=O)Nc3ccc(SC)cc3)cc2)CC1	-12	-12	18	107	-43	-1	107	108	-2	-6	-9
COc1ccc(C2(C(=O)O)CCCC2)cc1	1	-1	9	98	-5	-2	95	97	0	-1	0
NS(=O)(=O)c1ccc(CCNC(=O)C2CCCCN2S(=O)(=O)c2ccccc2)cc1 (centres undefined)	0	-5	-2	107	-18	-1	106	102	2	-1	-2
CCn1c(C(C)NC(=O)c2cccc(C)c2)n[nH]c1=S (centres undefined)	-10	-2	-7	101	-47	-1	106	101	-1	-4	-1
Cc1nc2nc[nH]n2c(=O)c1NS(=O)(=O)c1ccc([N+](=O)[O-])cc1	-4	-4	6	99	-50	-3	93	98	-1	-6	-2
Cc1ccc(S(=O)(=O)Oc2ccc(C(c3c(C)[nH][nH]c3=O)c3c(C)[nH][nH]c3=O)cc2)cc1	-7	-13	-82	101	-67	-3	97	100	-4	-3	-8
Cc1cc(C)cc(NS(=O)(=O)c2ccc3c(c2)c(=O)n(C)c(=O)n3C)c1	32	-6	5	102	-11	6	100	100	4	1	-7
COc1ccccc1NC(=O)C1=C(C)NC(=O)NC1c1cccs1 (centres undefined)	-15	-9	11	92	-16	-8	93	96	-5	-9	-6
CCOc1ccccc1/C=N/Nc1nc2c(N)ncnc2n1[C@H]1O[C@@H](CO)[C@H](O)[C@@H]1O	/	/	4	100	-34	/	?	100	/	/	/
O=c1cc[nH]c2cc(C(F)(F)F)ccc12	-8	-15	19	102	8	1	102	104	0	0	-8
O=C1CC(SC(=Nc2ccccc2)Nc2ccccc2)C(=O)N1c1ccc(Cl)cc1 (centres undefined)	-8	-7	15	102	-27	0	100	104	-2	-9	-11
CCn1cc(/C=N\NC(=O)c2ccc(F)cc2)cn1	-2	2	-6	90	-61	-1	96	84	-1	-3	1
CCCn1c(Cc2ccccc2)nnc1SCC(=O)N1CCOCC1	0	-3	3	95	8	-4	99	93	-1	-8	-3
OC1CCCN(c2c3c(nc4cc(-c5cccc(Cl)c5)nn24)CCC3)C1 (centres undefined)	-3	-7	5	104	-32	1	104	104	0	-4	-4
O=C(CN1CCOCC1)Nc1ccc2c(c1)OC(F)(F)O2	-5	-4	4	97	-8	-1	90	95	0	-2	-1
CCOC(=O)C1=C(c2ccccc2)Nc2ncnn2C1c1cc(OC)ccc1OC (centres undefined)	0	-4	16	104	1	2	107	102	0	0	0
Cc1cc(=O)oc2c(CN3CCN(C)CC3)c(O)c(Cl)cc12	-3	0	-12	98	-15	-3	100	100	-1	-3	0
CCC1(C)Cc2ccccc2-c2c1c(=O)n(Cc1ccccc1)c1nnnn21 (centres undefined)	-6	-17	3	105	0	0	100	104	-4	-9	-12
COC(=O)c1cn(NC(=O)COc2ccc(Cl)cc2)c(=O)c2ccccc12	-6	-6	10	101	-9	1	102	104	-2	-4	0
Cc1ccc(CN2CCN(CC(=O)N/N=C/c3c[nH]c4ccccc34)CC2)cc1	-10	-14	-9	103	-43	-6	96	106	-3	-8	-8
Nc1nc(CSC(=S)N2CCN(c3ccccc3)CC2)nc(Nc2ccccc2)n1	-9	-13	7	99	3	-9	98	101	-3	-8	-11
O=Cc1ccccc1Oc1nc(N2CCOCC2)nc(N2CCOCC2)n1	-8	-5	-1	96	-1	-4	?	99	-1	-3	-6
O=C(/C=C/c1ccccc1)C1C(=O)c2ccccc2C1=O	-5	-4	-16	101	1	-1	102	104	1	-6	-5
CNC(=S)NNC(=O)c1cccc(N(C)C)c1	-7	-1	7	102	-46	-1	105	102	0	0	-1
Cc1ccc2nc(CSc3nnc(Nc4ccccc4C)s3)cc(=O)n2c1	-2	5	8	81	-68	-3	82	87	11	-2	7
O=c1[nH]c(/C(Cl)=C/c2cccc(C(F)(F)F)c2)nc2cc(Cl)ccc12	0	-2	17	98	-1	0	97	103	0	0	-3
CC(NC(=O)CCSc1nc(-c2ccco2)cc(C(F)(F)F)n1)c1ccccc1 (centres undefined)	-9	-12	1	108	12	3	101	103	-1	0	-3
Cc1ccc(NC(=O)OCc2cncs2)cc1	-3	-3	6	100	-33	2	98	99	0	-2	-3
CCOC(=O)Cc1csc(NC(=O)c2c(O)c3c(n(CC(C)C)c2=O)CCCC3)n1	/	/	5	102	6	/	?	98	/	/	/
CCCOC(=O)CCCC[C@H]1SC[C@@H](NC(=O)OC)[C@H]1NC(=O)OC	-4	0	-11	101	-23	-2	99	99	-2	-5	2
CCOC(=O)c1cnc(SC)nc1Sc1ccc(Cl)cc1Cl	-9	-10	-5	98	-21	1	100	99	-4	4	-8
Cn1ccnc1C(O)c1ccc(OCc2ccccc2)cc1 (centres undefined)	-9	-15	11	105	-6	0	102	102	-4	-15	-13
O=C1NN(c2ccccc2)C(=O)/C1=C/c1coc2ccccc2c1=O	-3	-1	-1	96	-65	-1	96	90	-6	-7	3
O=C(CCC(=O)OC(C(=O)c1ccccc1)c1ccccc1)Nc1ccccc1 (centres undefined)	2	2	-6	101	7	-1	98	101	1	2	0
Cc1c(Cl)cccc1NC(=S)NNc1ncc(C(F)(F)F)cc1Cl	-12	-14	-80	98	-55	-5	98	96	-5	-5	-10
Cc1ccc(S(=O)(=O)c2cc3ccccc3oc2=Nc2ccc3c(c2)OCO3)cc1	0	-4	6	97	-34	-3	101	99	-2	-3	-1
O=C(C1CC1)N1CCc2sccc2C1c1ccc(Cl)cc1 (centres undefined)	/	/	4	97	-2	/	?	99	/	/	/
COc1cc(/C=N\n2cnnc2)ccc1OCC(=O)Nc1ccc(C)cc1	0	-9	-25	98	-18	1	98	98	3	-2	-1
O=C(/C=C/c1cccc(Cl)c1)Nn1c(-c2cccs2)nc2ccccc2c1=O	-8	-12	22	99	2	-3	100	103	0	-4	-5
COC(=O)C1CCN(S(=O)(=O)c2c(C)n(C)c(=O)n(C)c2=O)CC1	-4	-11	-2	100	-20	2	98	97	0	-1	-7
